Compound activity (PubChem)
RTF Ca sens act: increases calcium sensitivity of human cardiac regulated thin filaments; 0.24% of 340,000 active; activation, % at 7.2 µM; AID 493008; IANBD-labeled TnC RTF fluorescence at EC20 calcium; 0% EC20 calcium, 100% full calcium;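 active means activation above the mean over all tested compounds plus 3 SD, cut at about 30% in these data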;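 further: rise in fluorescence read as greater calcium sensitivity of cardiac thin filaments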
CAL PDZ FP-1: blocks peptide binding to the human CAL PDZ domain | inhibition, % at 24.9 µM | AID 602252 | 0.92% of 300,000 active | purified CAL PDZ, TMR-peptide fluorescence polarization, 1 h;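 active means mean inhibition of at least 30% with at least half of replicates also reaching 30%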;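 further: 0% = DMSO neutral control and 100% = excess unlabeled competitor peptide PRC23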
SR-BI DiI-HDL act: SR-BI HDL lipid transfer activation; CHO ldlA[mSR-BI] cells, DiI-HDL uptake fluorescence, 3 h; 100 = double the neutral-control signal; activation, % at 12.5 µM; 0.096% of 320,000 active; AID 504775;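 active means mean replicate activation of at least 60% and every replicate at or above 60%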;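 further: 0% = median plate neutral-control signal and 100% = twice that signal; values of inactives mirror those of a sister screen read the other way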
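Material – SR-BI-overexpressing, LDLR-lacking CHO cells · Medium – BSA-supplemented, HEPES-buffered Ham's F12, pH 7.4 · Doses – single concentration · Times – compound with DiI-HDL co-incubation, 3 h at 37 °C · Measured by – bottom-read fluorescence, 550/595 nm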
DAGLB inh: blocks human DAGLB lipase activity | HEK293T DAGLB membrane lysate, EnzChek fluorogenic substrate | 0.059% of 340,000 active | inhibition, % at 5.17 µM | Q8NCG7 | AID 504411; in the data active means inhibition above about 34%;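 further: 0% = enzyme with vehicle and 100% = wells lacking enzyme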
Target sequence (Q8NCG7 whole entry, looked up): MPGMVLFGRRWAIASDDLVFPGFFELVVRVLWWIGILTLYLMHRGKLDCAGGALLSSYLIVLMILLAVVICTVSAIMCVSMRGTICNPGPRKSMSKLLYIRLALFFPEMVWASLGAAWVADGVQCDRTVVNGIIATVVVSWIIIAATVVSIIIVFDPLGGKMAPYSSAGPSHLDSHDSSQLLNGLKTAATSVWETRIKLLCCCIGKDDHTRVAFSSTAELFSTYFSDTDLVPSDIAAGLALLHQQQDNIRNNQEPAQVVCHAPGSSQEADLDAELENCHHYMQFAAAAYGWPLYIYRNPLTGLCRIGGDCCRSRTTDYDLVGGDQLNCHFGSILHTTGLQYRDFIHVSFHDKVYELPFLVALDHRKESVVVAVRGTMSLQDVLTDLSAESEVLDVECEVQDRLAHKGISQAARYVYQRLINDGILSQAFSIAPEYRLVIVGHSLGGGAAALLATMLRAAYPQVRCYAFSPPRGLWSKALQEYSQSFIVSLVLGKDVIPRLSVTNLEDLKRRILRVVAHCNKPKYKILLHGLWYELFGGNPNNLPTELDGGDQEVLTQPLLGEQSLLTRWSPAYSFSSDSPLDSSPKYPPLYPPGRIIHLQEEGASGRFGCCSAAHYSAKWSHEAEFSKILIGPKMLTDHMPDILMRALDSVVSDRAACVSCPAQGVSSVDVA
RTF Ca sens inh: cardiac RTF calcium desensitization; IANBD-labeled cardiac RTF, Ca2+ fluorescence; P19429+P45379; inhibition, % at 7.15 µM; 0.12% of 340,000 active; AID 493244;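 active means inhibition above the mean inhibition of all tested compounds plus 3 SD, cut at about 17% in these data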;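 further: assay run at fixed EC70 calcium of 1.6 mM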
C-LANA FP: KSHV C-LANA DNA binding inhibition; 0.078% of 340,000 active; AID 504423; MBP-C-LANA/FAM-LBS DNA binding, fluorescence polarization; inhibition, % at 9 µM;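 active means highest replicate inhibition at or above 60% at 9 µM, even if other replicates fall short; inactive means all replicates below 60% inhibition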;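 further: 0% = neutral control wells and 100% = 4 µM acridine orange control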
PKA-R2B activ: PKA-R2B complex activation; activation, % at 11.4 µM; P22694+P31323; 0.079% of 340,000 active; PKA-R2B holoenzyme dissociation, Cy5-IP20 fluorescence polarization; R2B truncated from residue 108, S112A mutant; 0% DMSO only, 100% 113 µM cGMP;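 active means activation above a cutoff set at the mean over all compounds plus 3 SD, cut at about 18% in these data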;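 further: higher means more holoenzyme dissociation and a rise in polarization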
Target sequence (P31323 whole entry, looked up, other chains not shown, the tested form may be a part): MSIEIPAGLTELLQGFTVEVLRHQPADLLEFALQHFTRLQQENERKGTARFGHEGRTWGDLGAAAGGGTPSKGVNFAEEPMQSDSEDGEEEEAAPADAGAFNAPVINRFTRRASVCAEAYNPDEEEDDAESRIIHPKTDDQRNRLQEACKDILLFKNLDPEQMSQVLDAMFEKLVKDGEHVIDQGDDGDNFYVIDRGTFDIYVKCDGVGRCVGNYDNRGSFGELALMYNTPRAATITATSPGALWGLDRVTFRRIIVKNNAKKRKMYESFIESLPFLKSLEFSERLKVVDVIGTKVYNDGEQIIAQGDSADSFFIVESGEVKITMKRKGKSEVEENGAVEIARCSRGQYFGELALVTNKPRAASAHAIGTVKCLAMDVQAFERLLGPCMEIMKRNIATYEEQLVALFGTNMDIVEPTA
CAL PDZ FP-2: blocks peptide binding to human CAL PDZ domain; AID 504414; inhibition, % at 20 µM; 0.02% of 330,000 active; purified CAL PDZ, TMR-peptide fluorescence polarization, 1 h; Q9HD26;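 active means highest replicate inhibition of at least 40%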;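 further: plate controls were DMSO neutral control wells for no effect and unlabeled competitor peptide control wells for full effect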
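Test system: tagged CAL PDZ domain / Buffer or medium: sodium phosphate/NaCl buffer pH 7.4 with TCEP, IgG, Thesit / Reagent: TMR-labelled reporter peptide T*-PRC34 bound in PDZ groove / Compound dosing: single point, 20 µM / Schedule: 1 h incubation at room temperature before polarization reading / Technique: fluorescence polarization (mP) / Benchmarks: unlabelled peptide, DMSO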
Keap1-Nrf2 PPI: inhibitors of human Keap1-Nrf2 protein-protein interaction | inhibition, % at 9.4 µM | Q14145 | Keap1 Kelch-Nrf2 peptide fluorescence polarization, 1536-well | 0.15% of 340,000 active; in the data active means inhibition above about 12%;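 further: human Keap1 Kelch domain with fluorescein labeled Nrf2 9mer peptide probe; 0% = neutral control wells and 100% = peptide positive control; higher means more block of Keap1 binding to Nrf2 peptide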
Rtt109 HAT inh: C. albicans Rtt109 histone acetyltransferase inhibition | Q5AAJ8 | inhibition, % at 34.9 µM | purified Rtt109/Vps75, ThioGlo CoA-SH fluorescence, 4 h | 0.16% of 330,000 active;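 active means inhibition of at least 50% in every replicate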
Numbers without * were called inactive; · = no result given.

SMILES	RTF Ca sens act	CAL PDZ FP-1	SR-BI DiI-HDL act	DAGLB inh	RTF Ca sens inh	C-LANA FP	PKA-R2B activ	CAL PDZ FP-2	Keap1-Nrf2 PPI	Rtt109 HAT inh
O=C(NC1CC1)C1CCN(C2CCN(C(=O)Cc3ccc4c(c3)OCO4)CC2)CC1	-1	·	14	-2	4	0.6	11	-0.6	8	-3
Cc1sc2nc(SCC(=O)N(C)C)[nH]c(=O)c2c1C	0	-1	-8	-1	-16	0.7	-4	-0.8	1	-2
CCOC(=O)C1(CCc2ccccc2)CCN(C(=O)c2occc2C)CC1	16	-1	1	-7	12	2.7	3	-0.1	-2	1
O=C(NCC(O)c1ccccc1)c1ccc(Cl)c(S(=O)(=O)N2CCCCC2)c1 (centres undefined)	1	1	·	-1	10	-0.8	7	-3.0	2	3
Cc1ccc(-c2nc(CS(=O)CC(=O)NC3CCCC(C)C3C)c(C)o2)cc1 (centres undefined)	0	-1	-7	-1	2	-2.2	3	-2.9	2	0
Cc1ccc2oc(C(=O)Nc3nnc(C)s3)c(C)c2c1	-2	-2	2	1	-4	-0.4	2	-2.5	-1	-4
COc1ccc(-c2cc(C(=O)NCc3ccco3)c3ccccc3n2)c(OC)c1	2	0	-58	-2	3	-3.4	-8	-1.9	-4	-3
Cc1cccc(CSc2nnnn2-c2ccccc2)c1	7	3	-4	-6	-5	-0.4	-7	-2.4	0	-2
CCOC(=O)N1CCN(C(=O)COC(=O)c2ccc([N+](=O)[O-])cc2Cl)CC1	-4	-2	-23	-1	-5	-0.1	-2	-0.2	-5	2
CC(NS(=O)(=O)c1ccccc1Cl)C1CC2CCC1C2 (centres undefined)	0	1	-4	-6	-10	0.4	-3	-0.9	-5	-2
O=C(CSc1nnc(-c2ccco2)o1)NC(=O)C1COc2ccccc2O1 (centres undefined)	-3	1	8	6	-12	-2.3	-7	·	-6	-16
O=C(NCc1cccs1)c1cccnc1Cl	-7	-3	10	0	-14	-1.2	6	-0.4	-4	-7
Cc1cc(S(=O)(=O)Nc2ccccc2C)ccc1F	-1	-2	-9	-3	-2	-1.5	-7	0.1	4	-15
CCN(CC)C(=O)CN(c1cccc([N+](=O)[O-])c1)S(=O)(=O)c1ccccc1	3	-5	-8	-1	-10	-1.2	4	-0.5	-3	-1
CCC1CCCCN1CCN1C(=O)C2C(C(=O)Nc3cccc(OC)c3)C3C=CC2(O3)C1C(=O)NC1CCCCC1 (centres undefined)	-3	-2	·	3	7	2.0	-5	-0.3	3	-2
Fc1ccc(CSc2nnc(-c3cc4c(s3)-c3ccccc3CC4)o2)cc1	0	-2	11	-3	0	0.1	11	0.6	-5	0
Cc1ccc(N2C(=S)N=C(Nc3ccccc3C)C23CCOC(C)(C)C3)cc1 (centres undefined)	4	2	-1	-2	-10	0.9	-5	-3.0	-3	·
CN=C(Nc1cccc(Cl)c1)SC1CC(=O)N(c2ccc(OC)cc2)C1=O (centres undefined)	·	7	-17	·	·	0.1	·	-0.5	-1	12
Cc1ccc(C(=O)c2c3ccc([N+](=O)[O-])cc3[n+]([O-])n2CCCC(N)=O)cc1	-2	4	-13	2	-25	2.8	5	0.5	2	1
CCN(CCO)C(=O)CC(c1ccccc1)c1cc(Br)ccc1O (centres undefined)	-6	·	15	-4	11	-0.7	-11	0.1	1	2
CC(C)NC(=O)C1COc2ccccc2O1 (centres undefined)	1	-1	15	0	-10	-0.4	5	-2.0	-4	2
CC(=O)Nc1cccc(NC(=O)CCN2C(=O)c3ccccc3S2(=O)=O)c1	-4	0	-5	1	-6	-1.5	-1	-2.7	-2	12
Cc1ccc(C(=O)Nc2ccccc2-c2ccccc2)cc1S(=O)(=O)Nc1ccccc1	-6	-2	-17	-3	-2	2.5	1	-1.8	0	-4
O=C(Nc1ccc(F)cc1)C1CCN(c2ncnc3c2nc2n3CCCCC2)CC1	-1	-4	-32	1	-8	-1.9	-11	-0.2	-2	2

Next section, overlapping the part above by 3 compounds.
SMILES	RTF Ca sens act	CAL PDZ FP-1	SR-BI DiI-HDL act	DAGLB inh	RTF Ca sens inh	C-LANA FP	PKA-R2B activ	CAL PDZ FP-2	Keap1-Nrf2 PPI	Rtt109 HAT inh
CC(=O)Nc1cccc(NC(=O)CCN2C(=O)c3ccccc3S2(=O)=O)c1	-4	0	-5	1	-6	-1.5	-1	-2.7	-2	12
Cc1ccc(C(=O)Nc2ccccc2-c2ccccc2)cc1S(=O)(=O)Nc1ccccc1	-6	-2	-17	-3	-2	2.5	1	-1.8	0	-4
O=C(Nc1ccc(F)cc1)C1CCN(c2ncnc3c2nc2n3CCCCC2)CC1	-1	-4	-32	1	-8	-1.9	-11	-0.2	-2	2
Cn1c(N)c(S(=O)(=O)NCc2ccc(F)cc2)c(=O)n(C)c1=O	0	-4	17	-1	-1	0.9	0	-1.3	0	-3
O=c1ncn(-c2cccc([N+](=O)[O-])c2)c2ccccc12	9	-3	10	-1	-3	-3.5	1	-1.8	3	-1
CCOc1ccccc1C(=O)N1CCN(C(c2ccccc2)c2ccccc2)CC1	2	-4	-10	0	-3	-0.3	-8	0.2	2	1
CNC(=O)CSc1nnc(-c2cccc(S(=O)(=O)N3CCOCC3)c2)n1-c1ccc(F)cc1	0	-5	-15	2	11	0.8	-5	-1.6	-2	-1
Cc1ccc(C)c(OCCC(=O)NCCc2ccc(F)cc2)c1	-1	-2	-11	-2	-1	1.0	-6	-1.3	-3	0
O=C(Nc1cccc(-n2cnnn2)c1)c1ccc(Cl)cc1Cl	1	·	-40	1	-4	0.3	3	-0.7	-2	-4
CCc1ccc(CNC(=O)CCC(=O)n2ncc3cc(C)ccc32)cc1	0	·	5	-7	1	0.2	-1	-0.6	-8	-6
Cn1c(CSCc2ccccc2Cl)nnc1SCC(=O)Nc1nccs1	-5	1	-20	0	-6	-1.4	8	-7.0	0	-1
COCC(=O)N(c1ccccc1)C(C)C(=O)OC (centres undefined)	4	-5	-3	0	-8	0.8	-1	-2.3	-9	-5
COc1ccc(N=CC2=C(O)CC(c3ccccc3)CC2=O)c(OC)c1 (centres undefined)	-6	3	-4	3	-2	-0.9	-2	-1.6	1	1
COc1ccc(N=C2NC(=O)C(CC(=O)NCCc3ccc(OC)c(OC)c3)S2)cc1 (centres undefined)	3	-4	-15	2	1	0.2	13	-0.7	-2	2
COc1ccc2[nH]c3c(c2c1)CCN1C(=O)C(CC(=O)NC/C=C(\C)CCC=C(C)C)C[C@H](C(=O)N2CCCCC2)[C@@]31C (some centres undefined)	-3	·	·	-1	-6	·	1	·	·	·
CC(NC(=O)C(=O)N1CCCCC1)C(c1cccs1)N1CCN(C)CC1 (centres undefined)	-9	5	-2	1	4	-0.2	3	-0.2	-6	-6
CC(OC(=O)c1cccc(-n2cnnn2)c1)c1nc2ccccc2c(=O)[nH]1 (centres undefined)	6	-5	-61	0	-7	0.6	-7	-1.9	0	0
CC(c1cccs1)N(C)Cc1nc(CCc2ccccc2)no1 (centres undefined)	-6	-2	13	-8	3	-1.1	-13	-3.1	2	·
COc1ccc(C(=O)OCC(=O)Nc2cc(S(=O)(=O)N3CCOCC3)ccc2N2CCCC2)cc1	5	-5	16	3	-3	-0.4	12	-1.1	0	·
COc1ccc(CCNC(=S)Nc2cccc(C)c2C)cc1	3	-1	-37	-7	-4	-0.9	6	-0.1	-7	2
OCCn1c(-c2ccccc2)csc1=Nc1ccccc1	3	-1	-18	-2	-3	-1.3	-6	0.0	-2	6
Nc1nc(SCC(=O)N2CCOCC2)[nH]c(=O)c1-c1ccccc1	14	-2	16	0	-6	2.2	3	-0.2	-6	0
COCC1=C(C(=O)OC(C)OC(=O)OC(C)C)N2C(=O)[C@@H](NC(=O)/C(=N\OC)c3csc(N)n3)[C@H]2SC1 (some centres undefined)	1	-1	-88	0	-13	-2.0	-2	-0.1	-5	13
O=C(CCC(=O)N1CCCC1)Nc1nnc(C(F)(F)F)s1	7	-1	6	1	0	-1.7	-7	-2.0	-3	·
COc1cc2c(cc1OC)CN(C(=O)c1ccc3nc[nH]c3c1)CC2	2	10	9	-2	3	0.4	-10	-2.8	-1	·
O=C1CCCc2ccccc2N1Cc1ccc(F)cc1	5	·	6	1	-4	0.7	1	-1.0	1	-2
N#Cc1ccc(NC(=O)NN2CCCCCC2)cc1	8	82*	-11	-1	11	2.5	-6	-0.3	4	-8
COCCNC(=O)CSc1nc2scc(-c3ccccc3)c2c(=O)[nH]1	1	0	1	3	-9	-0.7	-1	-0.1	-1	-2
O=C(CCc1ccccc1)Nc1ccccc1F	11	0	-6	-3	-2	-1.2	-8	-0.1	-1	-1
Cc1ccccc1C(C(=O)NC1CCCCC1)N(C(=O)c1ccccn1)c1cccnc1 (centres undefined)	-5	-3	24	0	-2	-0.2	-9	-0.2	-3	7
O=C(NCCc1ccccc1)C1CCN(S(=O)(=O)N2CCC3(CC2)OCCO3)CC1	0	0	4	2	-5	0.3	-2	-2.1	4	-9
Cc1ccc(-c2nn3nnnc3c3ccccc23)cc1C	-4	6	-13	2	1	1.8	-10	0.4	-5	11
CN(Cc1cccc(F)c1)C(=O)c1cc(=O)[nH]c2ccccc12	-1	0	·	-1	-2	-0.8	8	-1.6	-1	-10
Cc1cccc2nc(C(=O)Nc3cccc(C(=O)NC4CC4)c3)cn12	-4	-6	-38	0	-3	-2.2	-3	-0.2	0	-2
COc1ccc(NC(=O)CN2CCN(C(=O)c3ccco3)CC2)c(OC)c1	-5	-3	16	0	-8	-1.1	-2	-1.2	-5	8
COc1ccc(Nc2nc(C)cc(C)c2C(N)=O)cc1	2	-3	7	1	-4	0.5	5	0.5	3	1
CCN(CC)S(=O)(=O)c1ccc(-c2nnc(SCC(=O)c3ccc(OC)cc3)o2)cc1	-2	-9	-52	4	-4	1.0	-2	-1.8	1	5
O=C1CN(C(=O)c2ccccc2Br)C(c2ccc(F)cc2)c2cc(F)ccc2N1 (centres undefined)	-1	2	23	-3	-5	1.9	-11	-4.2	-6	-4
CCOc1cccc(NC(=O)/C(C#N)=C\c2cccnc2)c1	1	-6	-52	0	3	-2.0	-10	-0.4	-8	1
O=C(CCC1CCCCC1)NCCS(=O)(=O)N1CCN(c2ccc(F)cc2)CC1	-13	·	16	-3	3	-0.7	-3	-1.0	4	6
CCn1ccnc1CN1CCc2c([nH]c3ccccc23)C1CC(C)C (centres undefined)	-1	·	-18	1	-12	-0.1	3	-2.1	0	13

Profiles as entered above. Values in the order: RTF Ca sens act, CAL PDZ FP-1, SR-BI DiI-HDL act, DAGLB inh, RTF Ca sens inh, C-LANA FP, PKA-R2B activ, CAL PDZ FP-2, Keap1-Nrf2 PPI, Rtt109 HAT inh
Listed for COc1ccc(Nc2nc(C)cc(C)c2C(N)=O)cc1 : 2, -3, 7, 1, -4, 0.5, 5, 0.5, 3, 1
Listed for O=C(NCCc1ccccc1)C1CCN(S(=O)(=O)N2CCC3(CC2)OCCO3)CC1 : 0, 0, 4, 2, -5, 0.3, -2, -2.1, 4, -9
